CASP6 VEID inh = blocks human caspase-6 cleavage activity. P55212. purified caspase-6, Z-VEID-R110 cleavage fluorescence. inhibition, % at 12.5 µM. hit rate 0.53% among 350,000;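 active means mean inhibition across replicates at least about 35%, with every replicate also reaching that limit, limit read from the data; inconclusive means only one of the two criteria met; inactive means neither criterion met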;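 further: 0% = median of neutral control wells and 100% = no fluorescence left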
RAD54 branch = blocks human RAD54 Holliday junction branch migration; Q92698; FAM/BHQ fluorescence; inhibition, % at 10.4 µM; hit rate 0.14% among 360,000;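 active means mean normalized replicate activity at least 40 and at least half of replicates scoring 40 or more; inconclusive means only one of the two criteria met; inactive means mean below 40 and under half of replicates reaching 40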;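 further: 0% = median of neutral control wells and 100% = median of positive control wells; inhibitors cause a drop in the FAM fluorescence signal; in these data hits start at about 50%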
GSIS activator = primary screen for activators of insulin secretion dependent on glucose, INS-1E cells, GLuc reporter luminescence. INS-1E GLuc reporter insulin secretion, 2-3 h. AID 743287. activation, % at 16.6 µM. hit rate 0.61% among 370,000;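 active means lowest replicate activation of at least 40%, so every replicate reaches that level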;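 further: 0% = median of neutral control wells and 100% = median of IBMX positive control wells; some compounds called inactive have numbers as strong as hits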
CFTR F508del cor = CFTR F508del correction in bronchial cells | hit rate 0.36% among 350,000 | activity (quench increase), % at 7.58 µM | CFBE cells, YFP halide quenching; stimulated with forskolin plus potentiator P3; % fluorescence drop versus neutral controls;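 active means mean added fluorescence quench of at least 8% versus neutral control, with both replicates also reaching 8%; inconclusive means only one of the mean or replicate conditions met; inactive means mean below 8% and not both replicates reaching 8%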;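 further: cells transiently co-express mutant CFTR-F508del with the halide-sensitive YFP; corrector assay measuring rescue of mutant channel to the surface after 24 h compound exposure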
DENV2 CPE = protects cells from dengue virus 2 cytopathic effect; CPE inhibition, % at 9.99 µM; hit rate 1.7% among 350,000; DENV2-infected cells, cytopathic effect rescue, plate reader; in the data active means CPE inhibition above about 20%, passing the limit was not always enough; inconclusive means no clear call, values can overlap the other calls; tested in BHK-21 cells;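 further: 0% = median of neutral control wells and 100% = median of positive control wells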
E-selectin induc = E-selectin induction on HUVECs; P16581; activation, % at 7.58 µM; AID 686992; HUVEC E-selectin immunofluorescence imaging; normalized: neutral wells 0, TNF-alpha wells 100; hit rate 0.37% among 260,000;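 active means mean E-selectin-positive cell signal at least 10% of the positive control, reached in at least 60% of replicates, without over 20% cell loss; inconclusive means no rule given, readout overlaps actives, possibly toxicity-flagged; inactive means the rest, including those meeting only one limit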;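 further: in these data hits start at about 27%; measured in HUVEC primary endothelial cells; signal is the percent of cells scored E-selectin positive by PE staining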
Target sequence (P16581 whole entry, looked up): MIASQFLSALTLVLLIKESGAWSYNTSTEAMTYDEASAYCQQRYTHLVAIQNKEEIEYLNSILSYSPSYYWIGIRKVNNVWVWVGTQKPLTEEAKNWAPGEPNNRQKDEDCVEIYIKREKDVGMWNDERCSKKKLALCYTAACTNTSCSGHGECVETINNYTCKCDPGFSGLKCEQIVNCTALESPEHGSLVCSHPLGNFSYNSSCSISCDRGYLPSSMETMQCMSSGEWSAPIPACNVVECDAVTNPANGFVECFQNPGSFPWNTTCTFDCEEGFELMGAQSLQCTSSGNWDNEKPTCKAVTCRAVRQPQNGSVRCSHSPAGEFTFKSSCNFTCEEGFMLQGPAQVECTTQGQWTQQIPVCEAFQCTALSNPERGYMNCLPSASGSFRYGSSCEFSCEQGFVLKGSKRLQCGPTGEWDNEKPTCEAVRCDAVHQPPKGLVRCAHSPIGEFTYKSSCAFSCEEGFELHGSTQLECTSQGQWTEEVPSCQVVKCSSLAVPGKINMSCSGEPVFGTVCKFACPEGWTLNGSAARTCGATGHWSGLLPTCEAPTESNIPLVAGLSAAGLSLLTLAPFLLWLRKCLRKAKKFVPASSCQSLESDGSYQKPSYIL
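Assay system: HUVEC primary endothelial cells. Input: 3,000 HUVEC seeded per well. Doses: one compound dose added by pin transfer. Read-out basis: % PE-positive cells. Benchmarks: TNF-alpha high, DMSO low. Detection: immunofluorescence imaging. Buffer or medium: EGM-2, gelatin.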
Xi reactivation = activators of X-chromosome reactivation in mouse fibroblasts; hit rate 0.055% among 360,000; activation, % at 7.58 µM; XiGFP mouse fibroblasts, % GFP-positive cells imaging, 3 d; cells co-treated with 5-aza-dC sensitizer; scaled so ellipticine positive control = 100%;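 active means mean normalized replicate activation at least 10% and every replicate at or above 10%; inconclusive means only one of the two criteria met; inactive means mean below 10% and not all replicates reach 10%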;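 further: 0% = median of on-plate neutral control wells and 100% = ellipticine 6 µM median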
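material = 68-5-11 XiGFP fibroblast line | medium = DMEM plus 5-aza-dC sensitizer | schedule = 3 days compound exposure | benchmarks = positive control ellipticine, 6 µM final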
RAD52 anneal inh = inhibitors of human RAD52 DNA annealing; hit rate 0.46% among 360,000; recombinant RAD52 DNA annealing, FRET fluorescence; inhibition, % at 18.7 µM;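 active means every replicate showing at least 50% inhibition; inconclusive means mean inhibition at least 50% but not in every replicate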
Target sequence (P43351 whole entry, looked up): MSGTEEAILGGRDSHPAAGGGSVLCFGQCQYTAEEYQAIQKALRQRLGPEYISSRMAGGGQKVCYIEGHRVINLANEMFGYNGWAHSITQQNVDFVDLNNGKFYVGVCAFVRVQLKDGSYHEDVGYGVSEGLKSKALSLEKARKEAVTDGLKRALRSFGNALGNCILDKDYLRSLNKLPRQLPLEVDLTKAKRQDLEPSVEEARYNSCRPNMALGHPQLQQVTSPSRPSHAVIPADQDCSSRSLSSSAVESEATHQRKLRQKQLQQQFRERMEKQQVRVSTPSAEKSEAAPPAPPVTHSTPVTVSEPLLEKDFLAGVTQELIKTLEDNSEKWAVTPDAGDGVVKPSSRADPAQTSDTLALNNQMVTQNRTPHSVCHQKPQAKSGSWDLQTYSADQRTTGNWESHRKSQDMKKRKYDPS
Starred values were filed as active, the others as inactive; ? = inconclusive; . = no result given; & = joins results of further samples; ! = not confirmed by another sample.

SMILES	CASP6 VEID inh	RAD54 branch	GSIS activator	CFTR F508del cor	DENV2 CPE	E-selectin induc	Xi reactivation	RAD52 anneal inh
C[C@@H]1CN([C@H](C)CO)C(=O)Cc2cc(NC(=O)CCN3CCOCC3)ccc2O[C@@H]1CN(C)S(=O)(=O)c1cn(C)cn1	1	-6	-2	0.1	22*	-8.1	0.2	-6
COc1ccc(-c2noc(-c3ccoc3C)n2)cc1	-2	.	7	0.1	-3	1.4	0.0	6
COC(=O)[C@@H](Cc1ccccc1)NC(=O)[C@H]1CCC(=O)N1C(=O)OCc1ccccc1	-1	11	-6	-1.7	0	.	.	-5
COCCCN(C(=O)CCSc1ccc(F)cc1)c1c(N)n(Cc2ccccc2)c(=O)[nH]c1=O	0	.	8	0.2	6	-0.9	0.0	-6
Cc1nnc(SCC(=O)Nc2cc(S(=O)(=O)N3CCOCC3)ccc2N2CCCC2)s1	1	8	9	-2.0	0	.	0.1	-8
O=S(=O)(NCC1NCCc2ccccc21)c1ccccc1 (stereo not drawn)	0	.	-4	2.7	2	.	0.0	-26
COC(=O)c1ccc(S(=O)(=O)N2CCCN(Cc3cccc(Br)c3F)CC2)n1C	0	0	-32	-4.3	-12	-0.1	0.1	-34
Cc1ccc(C(=O)C2=C(O)C(=O)N(Cc3cccnc3)C2c2ccc(OC(C)C)cc2)o1 (stereo not drawn)	6	-3	-32	-2.9	?	0.0	-0.2	-23
N#CCC(=O)Nc1ccc(C(=O)NCC(c2ccco2)N2CCCCC2)cc1 (stereo not drawn)	-2	.	8	2.2	0	0.3	0.0	-72
CN1CC(=O)N/C1=N\C(=O)Nc1ccc(O)cc1	9	5	6	0.8	-5	-0.2	0.1	-6
C[C@H](CO)N1C[C@H](C)[C@H](CN(C)S(=O)(=O)c2ccc(Cl)cc2)OCCCC[C@H](C)Oc2ccc(NS(C)(=O)=O)cc2C1=O	-3	2	-6	0.1	-11	0.3	-1.2	-33
COCCNC(=O)C[C@H]1C[C@H]2c3cc(NC(=O)c4ccc5c(c4)OCO5)ccc3O[C@H]2[C@H](CO)O1	0	-10	15	1.5	-5	0.2	0.0	9
CC(C)(C)C(=O)N1CCN(c2ccc([N+](=O)[O-])cc2-n2cccc2)CC1	1	2	-12	-2.3	-3	0.1	0.0	-15
O=C(C[C@H]1CC[C@H](NC(=O)c2cnccn2)[C@@H](CO)O1)NCc1ccccc1F	0	-10	10	4.2	1	-0.4	-0.1	3
S=c1[nH]nc(/C=C/c2ccccc2)o1	-3	.	-2	1.3	8	-0.9	0.0	-14
Cc1ccc(C)c(NC(=O)CCN2C(=O)c3ccccc3C2=O)c1	-3	-4	2	-4.6	0	-1.7	0.1	-13
CN(C)CC(=O)N1CC2(C1)[C@@H](c1ccccc1)[C@@H](CO)N2S(=O)(=O)c1ccccc1	-1	.	6	-3.9	9	.	0.1	-31
CCOC(=O)c1c(NC(=O)COC(=O)c2cc(OC)c(OC)cc2[N+](=O)[O-])sc(C)c1C	1	.	5	-1.8	8	.	0.0	-17
COc1cc(C2C(C#N)=C(N)N(N(C)C)C3=C2C(=O)CCC3)ccc1O (stereo not drawn)	10	-3	-5	0.9	-1	0.2	0.0	-35
CNC[C@H]1Oc2ccc(NS(=O)(=O)c3cn(C)cn3)cc2C(=O)N([C@@H](C)CO)C[C@H]1C	-2	-1	7	-2.5	16	-7.5	-0.4	-5
Cn1nccc1C(=O)N1CCN(c2ncccn2)CC1	0	.	11	0.1	2	-0.2	0.0	-6
CCOc1ccc(C(C)=O)cc1Cn1c(=O)oc2ccccc21	4	4	4	4.4	-5	-0.1	0.0	-29
O=C(NN1CCOCC1)c1ccc(Br)cc1	1	6	-13	1.0	0	1.2	0.1	-6
C=CCn1c(SCC(=O)Nc2cccc(S(N)(=O)=O)c2)nc2sc(C)c(C)c2c1=O	3	-1	18	2.1	-5	.	0.0	-55
Cc1cc(C)n2nc(CC#N)c(C#N)c2n1	0	.	-6	-1.3	-5	1.0	0.0	1
CC1=C(C(=O)N(C(C)C)C(C)C)CC(CC(=O)NC2CCCC2)C(=O)N1Cc1ccc(F)cc1 (stereo not drawn)	2	-7	-10	1.9	7	0.1	0.8	-13
O=C(Oc1cccc2ccccc12)c1cc(Cl)nc2ccccc12	-1	.	.	-1.9	6	4.8	0.0	0
Cc1cccc(S(=O)(=O)N2[C@@H]3CNC[C@H]2C3c2ccc(-c3cccnc3)cc2)c1 (stereo partly drawn)	-15&-5	.	19&-3	-3.1&-2.5	-7&6	-0.1&0.2	0.2&0.1	-2&6
COc1ccc(S(=O)(=O)N(C)C[C@H]2Oc3c(NS(=O)(=O)c4c(C)noc4C)cccc3C(=O)N([C@H](C)CO)C[C@H]2C)cc1	.	0	-7	-0.2	-4	-0.2	0.2	-39
CC(C)[C@H]1COCc2cn(nn2)CC[C@H](Cc2ccccc2)C(=O)N1	4	.	-1	.	-3	0.0	-0.1	3
COCCCNC(=O)c1cc(-c2cccnc2)nc2ccc(S(=O)(=O)N3CCCCCC3)cc12	-1	-7	14	2.1	3	.	0.1	-6
COc1ccccc1NC(=O)CSc1nc(=O)n(CCN(C)C)c2c1CCCC2	-3	6	4	-0.7	6	.	0.0	-9
CCCCn1c(N)c(N(CCOC)C(=O)c2cccc(N3C(=O)c4ccccc4C3=O)c2)c(=O)[nH]c1=O	-3	5	16	0.6	3	-0.4	0.0	-20
C/C=C/c1ccc2c(c1)O[C@H](CN(C)C(=O)C1CCC1)[C@@H](C)CN([C@H](C)CO)S2(=O)=O	.	.	-2	-2.3	.	0.1	-0.8	.
Cc1ccc(-n2c(SCC(=O)Nc3cccc(C)c3)nc3c(oc4ccccc43)c2=O)cc1	0	.	21	-3.8	-4	.	0.0	-2
CCn1nnnc1SCC(=O)Nc1ccc(F)cc1	1	5	4	1.6	11	.	0.0	5
CN(C)/C=N/C(=S)Nc1ccc(Cl)c(Cl)c1	-1	-10	-24	-0.1	.	.	0.0	-14
Cc1ccc2oc(=O)c3cnn(CC(=O)NCCN(C)C)c3c2c1	-4	-3	.	3.1	-6	0.0	0.4	-10
O=C(COc1cccc2c1CCN(Cc1ccc(Br)cc1)C2=O)NCc1ccco1	6	.	.	.	2	0.0	-0.4	-10
Cc1c(Cl)cccc1N1CC(C)(C)C1=O	0	.	2	2.4	-3	.	0.0	-2

One compound at a time, as listed above. Values in the order: CASP6 VEID inh, RAD54 branch, GSIS activator, CFTR F508del cor, DENV2 CPE, E-selectin induc, Xi reactivation, RAD52 anneal inh
Results for CCOC(=O)c1c(NC(=O)COC(=O)c2cc(OC)c(OC)cc2[N+](=O)[O-])sc(C)c1C : 1, ., 5, -1.8, 8, ., 0.0, -17
Results for C[C@H](CO)N1C[C@H](C)[C@H](CN(C)S(=O)(=O)c2ccc(Cl)cc2)OCCCC[C@H](C)Oc2ccc(NS(C)(=O)=O)cc2C1=O : -3, 2, -6, 0.1, -11, 0.3, -1.2, -33
Results for CN1CC(=O)N/C1=N\C(=O)Nc1ccc(O)cc1 : 9, 5, 6, 0.8, -5, -0.2, 0.1, -6

Later entries.
SMILES	CASP6 VEID inh	RAD54 branch	GSIS activator	CFTR F508del cor	DENV2 CPE	E-selectin induc	Xi reactivation	RAD52 anneal inh
COc1cc(NC(=S)Nc2ccc(OC(F)F)cc2)cc(OC)c1	-6	5	-4	-3.3	1	.	0.2	-21
C[C@@H]1CN([C@@H](C)CO)S(=O)(=O)c2ccc(-c3ccncc3)cc2O[C@@H]1CN(C)C(=O)C1CCC1	.	.	8	0.0	.	1.1	-0.9	.
C[C@H](CO)N1C[C@H](C)[C@H](CN(C)Cc2ccc(C(F)(F)F)cc2)Oc2c(NC(=O)Nc3ccc4c(c3)OCO4)cccc2C1=O	-4	3	-24	-2.1	17	0.1	0.3	2
CC(C(=O)N(C)C)N1c2cccc3cccc(c23)S1(=O)=O (stereo not drawn)	3	7	18	0.5	3	0.1	0.3	-12
Cc1ccc(S(=O)(=O)c2ccc(NC(=O)c3c(F)cccc3F)cc2)cc1	0	-9	.	-0.6	2	0.0	0.1	-14
C[C@H]1CN([C@@H](C)CO)C(=O)Cc2cc(NC(=O)C3CC3)ccc2O[C@H]1CN(C)C(=O)NC1CCCCC1	0	5	1	0.3	0	-0.2	-1.3	-2
O=C(N/N=C/c1cccc([N+](=O)[O-])c1)c1ccccc1-n1cccc1	6	.	26	-2.5	.	.	0.0	-12
Nc1nnn(CC(=O)N/N=C/c2cn[nH]c2-c2ccccc2)n1	1	4	-7	0.1	-1	0.1	-0.1	3
CC1=C(C(=O)Nc2cccc(C(=O)N3CCC(C(N)=O)CC3)c2)SCCO1	-2	-6	-2	3.1	2	.	0.0	-19
CC(=O)NC(c1ccc(F)c(F)c1)c1nc(-c2cccs2)cs1 (stereo not drawn)	4	1	-28	-0.4	?	-0.2	0.0	-4
C[C@@H]1CN([C@H](C)CO)C(=O)Cc2cc(NS(=O)(=O)c3cn(C)cn3)ccc2O[C@@H]1CN(C)Cc1ccc(Cl)c(Cl)c1	1	-10	-10	-0.1	-6	.	-0.5	12
CCN1C(=O)[C@H]2[C@@H](c3ccc(-c4ccccc4)cc3)N[C@@](Cc3ccccc3)(C(=O)OC)[C@H]2C1=O	10	5	-1	-1.0	-10	-0.1	0.6	-5
COC(=O)C[C@@H]1C[C@H]2c3cc(NS(=O)(=O)c4ccccc4)ccc3O[C@H]2[C@@H](CO)O1	-1&1	-8&-3	-4&20	-0.9&2.4	?	0.2&3.9	0.0&0.0	-14&5
COC(=O)[C@H](CCSC)NC(=O)NC1CC1	-2	.	-9	.	1	-0.1	0.2	1
O=C(C1CCCC1)N1CC2(C1)[C@H](c1ccccc1)[C@@H](CO)N2Cc1ccccc1F	-3	.	-14	-1.3	13	-0.1	0.3	-46
Cc1noc(C)c1NC(=O)Nc1ccc2c(c1)C(=O)N([C@H](C)CO)C[C@H](C)[C@H](CN(C)C(=O)NC1CCCCC1)OCCCC[C@@H](C)O2	0&4	4&7	5&-4	-0.1&0.5	31*!	0.2&0.0	-0.1&0.1	9&14
Nc1ncnc(Nc2ccccn2)c1[N+](=O)[O-]	0	.	-12	-0.8	-4	0.2	0.3	1
COc1ccc2c3c(n(C)c2c1)[C@H](CO)N(Cc1ccccc1F)CC31CCN(C(C)=O)CC1	.	.	-17	0.3	93*	-0.4	0.4	.
O=[N+]([O-])c1cc([N+](=O)[O-])c(Oc2cc(F)cc(F)c2)cc1NN1CCCCC1	1	-7	5	-3.4	25*	0.1	0.0	-8
Cc1cccc(CNC(=O)Nc2nnc([C@H]3C[C@H](O)[C@@H](CO)O3)s2)c1	-1	0	.	-2.9	-2	-0.3	-0.1	-6
CCN(CC)S(=O)(=O)N1CCC(C(=O)NCCC2=CCCCC2)CC1	-3	5	-11	0.0	-3	-0.1	0.5	-4
O=C(c1ccc(-c2cccc(C(F)(F)F)c2)o1)N1CCN(c2ccccc2)CC1	-4	4	2	2.9	-9	.	-0.1	-14
Cn1c(=O)c2c(nc(SCCN3CCOCC3)n2Cc2ccc(Cl)cc2)n(C)c1=O	1	0	29	-3.1	5	.	0.0	-13
Cc1cc(NC(=O)CN2CCCC(C)C2)no1 (stereo not drawn)	0	.	6	-2.5	1	.	0.1	14
CC(C)NC(=O)N(C)C[C@@H]1Oc2ccc(NC(=O)C3CC3)cc2C(=O)N([C@@H](C)CO)C[C@H]1C	0	2	5	4.1	-7	-3.2	-1.0	4
